# Source: PubChem
# BLM inh = Bloom syndrome helicase (human) inhibition; P54132; recombinant BLM DNA unwinding, fluorescence dequenching; Potency, µM (series often up to 56.1 µM), for inactives: top-dose activity change, negative = inhibition, most hits filed as inhibitors; 350,000 tested, 0.2% active; AID 2528;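 note: potency is the fitted concentration of half-maximal effect; plate controls were vehicle for no effect and no enzyme for full effect; nearly all actives have a fitted effect of over 35% in size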
# Anesthetic bind = binds horse apoferritin like a general anesthetic. P02791. apoferritin/1-aminoanthracene competitive binding, fluorescence. Potency, µM (top dose mostly 77.5 µM), without a hit: at the top dose activity change, negative = displacement, usual class: inhibitors. 350,000 tested, 0.074% active. AID 485281; note: potency is the fitted concentration of half-maximal effect; % is set by controls: 0 for no effect and ±100 for the full control effect; nearly all actives have a fitted effect of over 20% in size
# Target sequence (P02791 2-175 limits assumed): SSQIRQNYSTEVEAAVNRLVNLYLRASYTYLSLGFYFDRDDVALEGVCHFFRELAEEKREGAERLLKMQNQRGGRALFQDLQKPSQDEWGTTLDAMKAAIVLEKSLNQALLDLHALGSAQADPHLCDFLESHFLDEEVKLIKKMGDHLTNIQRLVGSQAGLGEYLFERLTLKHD
#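 In PBS, apoferritin at 10 uM is loaded with 1-AMA from a 50% saturated solution. After 10 min of compound exposure at ambient temperature, reduced 535 nm fluorescence indicates probe displacement.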
# APEX1 inh = blocks human APE1 abasic DNA cleavage | P27695 | recombinant APE1, TAMRA/BHQ-2 abasic DNA cleavage fluorescence | Potency, µM (doses to about 65.8 µM), for the others: at the top dose activity change, negative = inhibition, hits mostly inhibitors | 350,000 tested, 0.35% active | AID 2517;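 note: potency is the fitted concentration of half-maximal effect; plate controls were vehicle for no effect and reference inhibitor for full effect; nearly all actives have a fitted effect of over 55% in size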
#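 Compound pre-exposure to 0.75 nM APE1, 15 min at ambient temperature. Reaction initiated with 50 nM TAMRA/BHQ-2 THF substrate, read immediately in kinetic mode, 525 nm excitation, 598 nm emission.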
# Pol kappa inh = inhibitors of human DNA polymerase kappa. Q9UBT6. purified Pol kappa, fluorescent DNA synthesis assay, 10 min. Potency, µM (highest dose often 107 µM), for the others: at the top dose activity, negative = inhibition, most hits filed as inhibitors. 400,000 tested, 0.53% active. AID 588579; note: potency is the fitted concentration of half-maximal effect; % is set by controls: 0 for no effect and ±100 for the full control effect
#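 Here, compound and 10 nM enzyme are combined for 15 min at room temperature; adding 50 nM substrate (final) starts DNA synthesis, tracked by fluorescence at 0 and 10 min against buffer-only wells.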
# POLI inh = DNA polymerase iota (human) inhibition; Potency, µM (series often up to 115 µM), for the others: top-dose activity, negative = inhibition, actives largely listed as inhibitors; Pol iota fluorescent replication assay, 10 min; 390,000 tested, 1% active; Q9UNA4; note: potency is the fitted concentration of half-maximal effect
#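 Pol iota at 10 nM preincubated 15 min with compounds at room temperature; reaction started with fluorescent substrate, 50 nM final. Fluorescence read kinetically at 0 and 10 min; buffer-only wells as negative control.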
# Pol eta inh = DNA polymerase eta (human) inhibition; Q9Y253; 390,000 tested, 1.2% active; Potency, µM (titrated, usually from 114 µM), inactives show top-dose activity change, negative = inhibition, most hits filed as inhibitors; recombinant Pol eta, fluorescent DNA replication assay; note: potency is the fitted concentration of half-maximal effect; % is set by controls: 0 for no effect and ±100 for the full control effect
# Target sequence (Q9Y253 whole entry, looked up): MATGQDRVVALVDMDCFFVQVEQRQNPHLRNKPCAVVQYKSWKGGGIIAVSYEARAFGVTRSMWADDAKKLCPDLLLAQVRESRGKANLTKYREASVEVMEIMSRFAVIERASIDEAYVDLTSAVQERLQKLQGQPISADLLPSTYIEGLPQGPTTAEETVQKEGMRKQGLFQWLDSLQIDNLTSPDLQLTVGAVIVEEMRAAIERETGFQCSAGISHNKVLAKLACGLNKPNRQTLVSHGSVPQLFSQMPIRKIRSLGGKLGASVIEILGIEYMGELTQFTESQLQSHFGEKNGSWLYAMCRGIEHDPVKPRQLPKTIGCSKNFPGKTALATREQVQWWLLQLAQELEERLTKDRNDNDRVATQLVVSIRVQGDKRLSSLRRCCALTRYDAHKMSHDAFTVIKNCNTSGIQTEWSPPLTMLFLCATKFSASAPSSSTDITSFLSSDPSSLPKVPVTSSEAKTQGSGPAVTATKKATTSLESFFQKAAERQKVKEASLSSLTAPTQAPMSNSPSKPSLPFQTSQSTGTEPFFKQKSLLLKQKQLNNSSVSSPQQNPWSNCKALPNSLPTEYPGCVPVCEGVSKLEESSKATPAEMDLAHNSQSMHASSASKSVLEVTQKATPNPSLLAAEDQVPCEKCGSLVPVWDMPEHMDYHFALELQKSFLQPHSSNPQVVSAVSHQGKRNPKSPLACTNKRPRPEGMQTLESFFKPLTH
#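 Fluorescent replication assay: 50 nM final substrate added after a 15 min room-temperature compound preincubation with 10 nM enzyme. Signal taken at 0 min and again at 10 min.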
# RXFP1 antagonist = blocks the human relaxin receptor RXFP1; Q9HBX9; HEK293-RXFP1, relaxin-stimulated cAMP HTRF, 30 min; active compounds read low; activity change, negative = inhibition, % at 57.5 µM; 350,000 tested, 0.59% active; AID 1259400;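 active = activity change of -60% or lower, but not beyond a set lower limit; inconclusive = change between -60% and -40%, or beyond the set limit; inactive = change above -40%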; note: % is set by controls: 0 for no effect and ±100 for the full control effect
# PGK inhibitor = blocks T. brucei phosphoglycerate kinase | 380,000 tested, 0.043% active | PGK/GAPDH coupled, Kinase-Glo luminescence, 60 min | P07378 | Potency, µM (highest dose often 57.5 µM), for the others: at the top dose activity change, negative = inhibition, actives largely listed as inhibitors; note: potency is the fitted concentration of half-maximal effect; % is set by controls: 0 for no effect and ±100 for the full control effect; nearly all actives have a fitted effect of over 60% in size
#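 Luminescent ATP detection (Kinase-Glo Plus) follows a 60-minute room-temperature incubation, with wells lacking PGK as controls. Buffer: 100 mM TEA (pH 7.6), 5 mM MgCl2, 0.01% Tween-20. Coupling enzyme GAPDH (100 nM final) supplies unstable 1,3-BPG in-well.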
# Pol beta inh = inhibitors of human DNA polymerase beta; P06746; Pol beta primer extension/strand displacement, fluorescence kinetic; Potency, µM (series often up to 114 µM), inactives show at the highest dose activity change, negative = inhibition, most hits filed as inhibitors; 340,000 tested, 1.3% active; AID 485314; note: potency is the fitted concentration of half-maximal effect; % is set by controls: 0 for no effect and ±100 for the full control effect
#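 Pol beta (10 nM) was preincubated with compound for 15 min at room temperature. The reaction was then started with 50 nM substrate and read immediately and after a further 10 min at room temperature.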
# Starred values were filed as active, the others as inactive; i = inactive; ? = inconclusive; / = no result given; & = joins results of further samples; [ ] = dose if it differs, or a comment. Unless noted, calls come from the whole dose curve; as a rule, active = well fitted curve in the direction sought with a large enough effect; inconclusive = small, poorly fitted or top-dose-only effect, or another doubt; inactive = no such curve, though single readings can be large; an effect the other way counts as inactive or inconclusive. Some of the compounds tested; count on the stated rates, not on these rows.
# Each structure is followed by: BLM inh, Anesthetic bind, APEX1 inh, Pol kappa inh, POLI inh, Pol eta inh, RXFP1 antagonist, PGK inhibitor, Pol beta inh
Cc1cc(C)cc(OCC(=O)Nc2cccc(-c3nc4ccccc4[nH]3)c2)c1
    -5%, -12%, /, -11%, ?, -5%, -28, -3%, 2%
O=C(Cc1coc2ccc3ccccc3c12)N1CCN(c2ncccn2)CC1
    -1%, -18%, -6%, -11%, -2%, -1%, 0, 7%, 1%
C#CCOCCOCCOCCNc1nc(N2CCN(C(=O)[C@H](CCC(=O)O)n3cc(C(N)[C@H](C)CC)nn3)CC2)nc(N2CCN(C(=O)[C@H](Cc3cc4ccccc4[nH]3)n3cc(C(N)[C@H](C)CC)nn3)CC2)n1 (stereo not given in full)
    2%, 7%, 0%, /, /, /, /, /, 4%
Cc1ccc(NCc2nc3ccccc3n2CCOc2ccccc2C)cc1
    -4%, 69%[activator], /, -13%, -6%, -24%, -15, -6%, 2%
C=CSc1sc(Cl)c(N(CC)CC)c1[N+](=O)[O-]
    -16%, -11%, -10%, -7%, ?, ?, -7, 1%, 20µM*
COCc1cc(C)n(CC(=O)Nc2ccccc2OC)c(=O)c1C#N
    1%, -6%, 2%, -4%, 5%, 6%, -9, 0%, 37%
CCN(CC)C(=O)COc1ccc(-c2ccccc2)cc1
    -14%, -19%, 0%, 1%, -6%, -8%, -19, -2%, 1%
Cc1ccc2cc3c(N)c4c(C)ccc(C)c4nc3nc2c1
    -8%, -12%, 0%, -33%, ?, ?, -8, /, 25µM*
CC1=C(C(=O)Nc2cc(Cl)ccc2C)C(c2ccco2)n2ncnc2N1 (stereo not given)
    2%, -1%, /, -12%[60.1 µM], 0%, -23%, /, -4%, -3%
CC(C)Cn1cc(C(=O)N2CCOCC2)c2c3ccccc3n(C)c2c1=O
    4%, -3%, 7%, -19%, ?, 3%, -5, 2%, 24%
CCc1ccc(S(=O)(=O)c2cn(CC(=O)Nc3cccc(C)c3)c3ccc(Cl)cc3c2=O)cc1
    -1%, -10%, /, -15%, 46%[activator], ?, /, -5%, -2%
O=C(CSc1ncnc2c1nnn2Cc1ccccc1F)N1CCN(c2ccccc2)CC1
    6%, -12%, 0%, -10%, 0%, -9%, -2, i, 2%
C[C@H](NC(=O)c1ccccc1)C(=O)N1CCN(Cc2ccc3c(c2)OCO3)CC1
    /, /, 21%, 2%, 42%[activator], -18%, 5, -9%, /
O=C(CCc1ccccc1)Nc1nnc(-c2ccccn2)o1
    1%, 10%, 2%, -7%, -8%, -2%, 7, -5%, 0%
CCOCCc1nnc(NC(=O)CS(=O)(=O)Cc2ccccc2)s1
    2%, -3%, -26%, 2%, -20%, -19%, -1, -12%, 4%
CCN1CCN(Cc2ccc(NC(=O)c3ccc(C)c(NC(=O)c4cccc5[nH]ccc45)c3)cc2C(F)(F)F)CC1
    2%, -9%, -4%, -3%, -17%, -13%&-25%, -15, 2%&-6%, 17%
CN(Cc1ccccc1)C(=O)[C@H](Cc1ccc2ccccc2c1)NC(=O)[C@@H]1CCCN1C(=O)Nc1ccccc1[N+](=O)[O-]
    -12%, ?, -6%, -6%[60.1 µM], /, /, /, /, /
COc1ccc(Cc2nnc(SCC(=O)NCc3ccco3)o2)cc1
    -14%, -6%, ?, ?, ?, ?, 3, -4%, ?
O=C(CN1CCN(c2ccc([N+](=O)[O-])cc2)CC1)Nc1ccccn1
    -3%, -16%, -1%, -12%, 74%[activator], -15%, -7, -4%, 0%
O=C(O)CSc1nnc(-c2ccc3c(c2)OCO3)n1-c1ccccc1
    1%, -3%, -10%, -6%, -8%, -8%, 16, -8%, 33%
CC(=O)c1ccc(-n2nnnc2SCC(=O)N2CCN(C(=O)c3ccco3)CC2)cc1
    1%, -11%, -2%, -10%, 6%, -2%, -3, 3%, 26%
CCOC(=O)NC(=O)/C(C#N)=C\c1ccccc1
    -1%, -2%, -5%, 5%, -10%, -15%, -30, i, 35%[activator]
CCC(=O)c1ccc(OC)c(OC)c1OCc1ccccc1
    /, /, /, -9%, 16%, -11%, 8, -6%, /
CCN(CC)c1nc(-c2cccc(OC)c2O)nc2ccccc12
    -1%, -11%, 5%, -2%, ?, -8%, -12, -11%, -1%
C=CCN1C=CC(=O)[C@@H](O)[C@H]1c1ccccc1Br
    /, /, /, 4%, 60%[activator], -19%, /, 6%, /
CCOc1cc(C2c3c(oc4ccccc4c3=O)C(=O)N2Cc2ccc(OC)cc2)ccc1O (stereo not given)
    -2%, 2%, /, 5%, 10%, -13%, -6, i, 0%
O=Cc1ccccc1OCCOc1ccccc1C=O
    0%, -22%, 10%, -2%, 2%, -7%, -7, -6%[11.5 µM], 3%
CCOC(=O)/C=C1\CC(C(=O)OCC)Oc2c(OC)cccc21 (stereo not given)
    2%[75.6 µM], -10%[110 µM], -6%&0%, -9%&-15%&2%, 6%&-15%, -8%, /, -5%, /
CC1=C(c2ccc(F)cc2)S(=O)(=O)N=C1N1CCC(C(=O)NCCc2ccccc2C)CC1
    0%, -19%, /, 21%, -8%, /, -3, /, 2%
CCOC(=O)N1CCC(NC(=O)c2ccc3nc(N4CCOCC4)sc3c2)CC1
    -9%, 0%, 8%, -6%, -17%, -9%, /, -6%, 48%

# (more compounds)
SMILES	BLM inh	Anesthetic bind	APEX1 inh	Pol kappa inh	POLI inh	Pol eta inh	RXFP1 antagonist	PGK inhibitor	Pol beta inh
CCS(=O)(=O)c1nc(S(=O)(=O)c2ccc(C)cc2)c(N2CCC(C)CC2)s1	-6%	?	-29%	-3%	47%[activator]	-8%	10	-8%	7%
COC(=O)c1nnn(CC(=O)NC(=O)Nc2ccccc2)c1C(=O)OC	-2%	-10%	4%	-13%	125%[activator]	-3%	-6	-3%	-2%
O=C(CCN1C(=O)c2cccc3cccc(c23)C1=O)N1CCOCC1	2%	-10%	-2%	-14%	123%[activator]	-5%	-2	-3%	4%
CCc1noc(C)c1C(=O)Nc1ccc(F)c(F)c1F	/	/	4%	1%	56%[activator]	-2%	1	-4%	/
CC1C(=O)Nc2ccc(S(=O)(=O)N3CCCCCC3)cc21 (stereo not given)	/	/	10%	2%	13%	-4%	1	i	/
COCc1[nH]nc2c1C(C1C=CCCC1)C(C#N)=C(N)O2 (stereo not given)	-2%	5%	12%	-25%	?	-3%	-8	i	0%
COc1ccc(Nc2oc(-c3ccc(COc4cccc(C)c4)o3)nc2C#N)cc1	-2%	209%[activator]	/	-12%	-1%	-25%	-17	-3%	1%
COc1cc(Cl)c(S(=O)(=O)n2cnc(C)c2)cc1Cl	0%	3%	4%	-6%	-15%	0%	25	/	8%
CN(CCCNC(=O)c1nn(C)c2c1CS(=O)(=O)c1ccccc1-2)Cc1ccccc1	6%	-3%	-9%	4%	33%[activator]	3%	-7	-5%	-2%
C[C@]12c3[nH]c4ccccc4c3CCN1C(=O)C(CC(=O)NCc1ccco1)C[C@@H]2C(=O)N1CCOCC1 (stereo not given in full)	/	/	7%	-6%	13%	-1%	/	2%	/
COc1ccc(-c2cc(C(=O)O)c3c(C)nn(-c4ccccn4)c3n2)cc1	-2%	5%	-2%	-14%	11%	-15%	-4	-3%	35%
CN1CCN(S(=O)(=O)c2cc([N+](=O)[O-])ccc2Cl)CC1	4%	-6%	6%	5%	101%[activator]	-9%	-4	5%	36%
Cc1ccc(OCC(=O)N2CCN(C(=O)c3cccs3)CC2)cc1	1%	2%	1%	-4%	17%	-10%	15	1%	2%
CCOC(=O)Cn1c(=NC(=O)C(C)(C)C)sc2cc([N+](=O)[O-])ccc21	0%	-13%	4%	-3%	12%	-27%	9	-1%	6%
Cn1c(SCc2cccc(Br)c2)nnc1-c1ccncc1	-1%	-8%	4%	-4%	-5%	-6%	13	6%	?
CCOc1cc(C(=S)N2CCOCC2)ccc1OS(=O)(=O)c1ccccc1[N+](=O)[O-]	-6%	-16%	-2%	-5%	-20%	-16%	12	0%	3%
O=C1C(F)=CC(COC(c2ccccc2)(c2ccccc2)c2ccccc2)OC1n1cc(F)c(=O)[nH]c1=O (stereo not given)	/	/	/	-14%	?	50µM*	-84*	-1%	/

# Compound profiles, from the list above:
# Results for `COCc1[nH]nc2c1C(C1C=CCCC1)C(C#N)=C(N)O2` (stereo not given) : BLM inh = -2%; Anesthetic bind = 5%; APEX1 inh = 12%; Pol kappa inh = -25%; POLI inh = ?; Pol eta inh = -3%; RXFP1 antagonist = -8; PGK inhibitor = i; Pol beta inh = 0%
# Results for `CCOc1cc(C(=S)N2CCOCC2)ccc1OS(=O)(=O)c1ccccc1[N+](=O)[O-]` : BLM inh = -6%; Anesthetic bind = -16%; APEX1 inh = -2%; Pol kappa inh = -5%; POLI inh = -20%; Pol eta inh = -16%; RXFP1 antagonist = 12; PGK inhibitor = 0%; Pol beta inh = 3%

# Structures shown so far that have bromine (2):
SMILES	BLM inh	Anesthetic bind	APEX1 inh	Pol kappa inh	POLI inh	Pol eta inh	RXFP1 antagonist	PGK inhibitor	Pol beta inh
C=CCN1C=CC(=O)[C@@H](O)[C@H]1c1ccccc1Br	/	/	/	4%	60%[activator]	-19%	/	6%	/
Cn1c(SCc2cccc(Br)c2)nnc1-c1ccncc1	-1%	-8%	4%	-4%	-5%	-6%	13	6%	?

# RXFP1 antagonist, what is marked active above.
SMILES	BLM inh	Anesthetic bind	APEX1 inh	Pol kappa inh	POLI inh	Pol eta inh	RXFP1 antagonist	PGK inhibitor	Pol beta inh
O=C1C(F)=CC(COC(c2ccccc2)(c2ccccc2)c2ccccc2)OC1n1cc(F)c(=O)[nH]c1=O (stereo not given)	/	/	/	-14%	?	50µM*	-84*	-1%	/
